From PubChem
USP2a block – USP2a (human) protease inhibition. USP2 core, Ub-CHOP2 coupled fluorogenic reporter, 485/531. hit rate 0.01% among 330,000. Potency, µM (highest dose often 38.3 µM), for inactives: at the highest dose activity change, negative = inhibition, most hits filed as inhibitors;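 also: potency is read from the fitted curve at half-maximal effect; plate controls were DMSO wells for no effect and full inhibition by NEM control for full effect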
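USP2 core (10nM final) preincubated 30min RT with compound in 20mM Tris-HCl pH 8.0, 2mM CaCl2, 2mM beta-mercaptoethanol, 0.05% CHAPS; 25nM Ub-CHOP2 plus 25nM reporter substrate added, fluorescence (Ex485/Em531) read after 60min.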
KCNH2 3.1 block – KCNH2 3.1 (human) potassium channel inhibition; U2OS KCNH2 3.1, thallium flux FluxOr; active compounds read low; activity change, % (tested at about 1.8 µM); hit rate 0.95% among 340,000;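 active = maximum activity change below -70%; inconclusive = maximum activity change from -70% to -50%; inactive = maximum activity change above -50%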;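 also: thallium influx rate constant from kinetic fluorescence after stimulation buffer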
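Thallium flux read-out: FluxOr dye with Red40 quencher in HBSS/HEPES, 45 min at RT. Rate constants from kinetic reads were normalized to positive and negative DMSO controls. Cells: U2OS virally expressing the 3.1 isoform.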
Eya2 inh – blocks the phosphatase activity of human Eya2; Potency, µM (highest dose often 76.9 µM), for inactives: at the top dose activity, negative = inhibition, actives largely listed as inhibitors; AID 488837; O00167; recombinant Eya2, OMFP fluorescence dephosphorylation (OMFP is methylfluorescein phosphate); hit rate 0.006% among 330,000; also: potency is read from the fitted curve at half-maximal effect
Target sequence (O00167 whole entry, looked up): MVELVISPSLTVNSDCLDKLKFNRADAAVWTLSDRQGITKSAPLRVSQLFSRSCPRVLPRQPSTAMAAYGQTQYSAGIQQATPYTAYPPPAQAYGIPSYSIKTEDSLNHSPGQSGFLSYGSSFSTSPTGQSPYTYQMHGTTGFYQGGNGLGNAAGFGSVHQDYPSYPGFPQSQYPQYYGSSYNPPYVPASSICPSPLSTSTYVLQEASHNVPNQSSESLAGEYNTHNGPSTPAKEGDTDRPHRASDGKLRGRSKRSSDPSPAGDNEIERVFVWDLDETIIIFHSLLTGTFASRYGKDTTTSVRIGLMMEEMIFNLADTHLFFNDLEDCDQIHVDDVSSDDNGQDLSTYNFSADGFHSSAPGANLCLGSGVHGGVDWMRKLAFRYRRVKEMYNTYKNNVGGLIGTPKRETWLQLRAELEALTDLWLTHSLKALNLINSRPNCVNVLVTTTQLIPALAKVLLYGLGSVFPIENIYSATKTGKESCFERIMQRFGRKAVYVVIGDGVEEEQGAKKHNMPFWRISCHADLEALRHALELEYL
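Eya2 protein (added as 0.2 uM solution) was preincubated with compound for 10 min at ambient temperature in 50 mM HEPES pH 7.5, 50 mM NaCl, 5 uM MgCl2, 0.05% BSA, 1 mM DTT. OMFP (added at 50 uM) then reacted 10 min; fluorescence read at 485/525 nm.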
Coupling enz – coupling enzyme interference in Giardia aldolase counter-screen; coupling enzyme system counterscreen, AmpLite Red fluorescence; activity change, negative = inhibition, % at 58.2 µM, hits read low; hit rate 0.67% among 290,000; in the data active = activity change below about -30%
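Fluorescence at 525 nm excitation and 598 nm emission measured inhibition of the coupled detection system without aldolase. Compounds (at 57.5 uM final) were preincubated 10 min at room temperature with coupling enzyme reagent before a 20 min substrate/AmpLite Red step.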
B2AR arrestin – beta2AR (human) beta-arrestin recruitment activity. P07550. beta-arrestin recruitment to beta2AR, cell-based reporter. Potency, µM (titrated, usually from 46.1 µM), for inactives: at the top dose activation, usual class: activators. hit rate 0.02% among 330,000;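 also: potency is read from the fitted curve at half-maximal effect; 0% = DMSO controls and full agonism = EC100 isoproterenol or metaproterenol; nearly all actives have a fitted effect of over 65% in size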
Target sequence (P07550 whole entry, looked up): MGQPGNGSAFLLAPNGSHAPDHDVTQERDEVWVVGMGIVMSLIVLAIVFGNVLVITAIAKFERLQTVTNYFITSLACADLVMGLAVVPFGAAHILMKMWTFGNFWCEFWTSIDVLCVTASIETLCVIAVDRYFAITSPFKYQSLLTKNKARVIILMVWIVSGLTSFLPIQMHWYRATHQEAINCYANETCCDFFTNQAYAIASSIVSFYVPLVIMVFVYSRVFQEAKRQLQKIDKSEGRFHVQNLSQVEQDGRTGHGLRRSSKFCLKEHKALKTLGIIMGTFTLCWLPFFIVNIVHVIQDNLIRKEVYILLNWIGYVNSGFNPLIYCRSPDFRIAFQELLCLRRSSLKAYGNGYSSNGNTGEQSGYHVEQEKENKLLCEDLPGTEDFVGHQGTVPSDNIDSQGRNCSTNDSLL
GALK inhibitor – blocks human galactokinase activity; hit rate 0.007% among 270,000; Purified GALK, Kinase-Glo residual ATP luminescence; P51570; Potency, µM (highest dose often 57.5 µM), for inactives: at the highest dose activity change, negative = inhibition, usual class: inhibitors; also: potency is read from the fitted curve at half-maximal effect
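Luminescence from leftover ATP (Ultra-Glo luciferase/luciferin) served as read-out after a 1 h room-temperature reaction of 5 nM GALK with 35 uM ATP and 100 uM galactose.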
Chronic BCR inh – blocks chronic active B-cell receptor signaling. ABC-DLBCL IkBa-CBG/CBR reporter, luminescence ratio, 4 h. Potency, µM (top dose mostly 46.1 µM), inactives show at the top dose ratio change, negative = lower green/red ratio, hits mostly inhibitors. hit rate 0.05% among 340,000. AID 493014; active = well fitted inhibition curve with a large enough effect in the signal ratio, with a control signal flat, not every such curve was filed as active; inconclusive = small, poorly fitted or top-dose-only effect, or effect the other way, or a change in a side signal; the % refers to the signal ratio;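 also: potency is read from the fitted curve at half-maximal effect; plate controls were basal doxycycline-induced cells for no effect and cells given 10 µM MG132 for full effect; MG132 reads +100%, hits lower the ratio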
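TMD8 ABC-DLBCL cells carrying doxycycline-inducible green luciferase fused to IkappaBalpha plus unfused red luciferase were exposed to compounds (up to 46 uM) for 4 hrs at 37C. Activity came from the overlap-corrected green/red luminescence ratio.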
KCNH2 WT inh – inhibitors of human wildtype KCNH2 potassium channel; Q12809; AID 720551; U2OS, BacMam KCNH2, thallium flux FluxOr; active compounds read low; activity change, % at 1.84 µM; hit rate 0.37% among 340,000;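 active = maximum activity change below -70%; inconclusive = maximum activity change between -70% and -50%; inactive = maximum activity change above -50%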
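U2OS cells were transduced with wild-type KCNH2 virus (2.03 x 10^8 / mL) for 4 h at room temperature, then cultured overnight at 37 C. Thallium flux was read with FluxOr dye. Rate constants were normalized to DMSO controls.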
PKM2 activator – PKM2 (human) enzyme activation; Potency, µM (titrated, usually from 57.5 µM), for the others: at the top dose activation, most hits filed as activators; P14618; purified PKM2, Kinase-Glo ATP luminescence, activation; response scale: 0% is enzyme alone, no compound; hit rate 0.34% among 260,000; also: potency is read from the fitted curve at half-maximal effect; nearly all actives have a fitted effect of over 55% in size
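Kinase-Glo luminescence reports ATP generated from ADP (0.1 mM) and PEP (0.5 mM) by purified hPK-M2 after 1 h at room temperature, pH 7.2 imidazole buffer; intermediate enzyme activity allows detecting inhibitors and activators.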
Giardia killer – Giardia lamblia killing; activity change, % at 7.66 µM, hits read low; Giardia lamblia trophozoite viability; hit rate 0.15% among 340,000; AID 540267; in the data active = activity change below about -80%; inconclusive = between about -30% and that limit;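 also: parasites exposed to compound for two days anaerobically before the ATP read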
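Viability, read as ATP luminescence: trophozoites at 100 cells/well, compound added, 48 hrs anaerobic at 37 deg C, then 15-30 min room-temperature development before reading.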
uPA generation – cell surface uPA generation inhibition. cell surface uPA generation assay, qHTS. Potency, µM (doses to about 38.3 µM), inactives show at the top dose activity change, negative = inhibition, most hits filed as inhibitors. AID 540303. hit rate 0.31% among 330,000; active = well fitted inhibition curve with a large enough effect; inconclusive = small, poorly fitted or top-dose-only effect; inactive = no such curve, though single readings can be large or run the other way; tested in mouse RAW 264.7 cells; also: potency is read from the fitted curve at half-maximal effect; nearly all actives have a fitted effect of over 55% in size
* marks the source's active call; other numbers are inactive results; ? = inconclusive; nt = no result given; [ ] = another dose, or the depositor's remark. Unless noted, calls follow the shape of the dose curve; as a rule, active = well fitted curve in the direction sought with a large enough effect; inconclusive = small, poorly fitted or top-dose-only effect, or another doubt; inactive = no such curve, though single readings can be large; an effect the other way counts as inactive or inconclusive. Unless noted, % is scaled to controls: 0 for no effect and ±100 for the full control effect.

SMILES	USP2a block	KCNH2 3.1 block	Eya2 inh	Coupling enz	B2AR arrestin	GALK inhibitor	Chronic BCR inh	KCNH2 WT inh	PKM2 activator	Giardia killer	uPA generation
NNc1nc(-c2ccccc2Cl)nc2sc3c(c12)CCCC3	1.1%	-19.8	6.9%	0.5	-1.7%	nt	-6.2%	6.4	9.7%	17.8	-25.0%
Cc1cccc(C(=O)N2CCc3cc(-c4nc(NC(=O)CN5CCCC5)sc4C)ccc32)c1	1.9%	-2.9	-23.8%	0.8	-0.6%	-4.2%	-6.7%	5.7	nt	24.2	-8.9%
O=C(NCc1ccco1)C1CCCN(S(=O)(=O)c2ccc(Cl)cc2)C1 (configuration not stated)	1.7%	-9.8	-16.2%	2.9	-1.0%	0.6%	3.5%	-2.1	4.1%	1.5	3.1%
O=[N+]([O-])c1cccc(-c2nnc(SCc3cccnc3)o2)c1	0.1%	-4.4	-9.1%	1.1	0.1%	4.0%	6.5%	nt	12.8%	?	?
CCOC(=O)C(C)c1nn(C)c(=O)c2ccccc12 (configuration not stated)	1.7%	8.4	7.5%	2.3	-0.6%	4.6%	-0.7%	3.1	-1.6%	4.6	-4.0%
O=c1c2c(nc3nc(NCc4ccc(Cl)cc4)[nH]n13)CCC2	-0.2%	13.0	4.8%	0.6	0.3%	1.0%	-3.2%	4.3	nt	?	0.5%
O=C(CNC(=O)C12CC3CC(CC(C3)C1)C2)OCc1cc(=O)n2cc(Br)ccc2n1	5.6%	1.1	-1.1%	2.7	0.0%	12.4%	16.6%	1.0	9.5%	-4.9	2.5%
CCOC(=O)N1CCN(C(=O)c2ccccc2NC(=O)c2ccccc2Cl)CC1	2.8%	-5.0	-3.8%	-1.4	-0.5%	-2.3%	1.0%	0.1	-5.3%	10.8	-2.6%
Cc1noc(C)c1NC(=O)N(C)C[C@@H]1Oc2ccc(NC(=O)Cc3cn(C)c4ccccc34)cc2CC(=O)N([C@H](C)CO)C[C@@H]1C	2.9%	5.2	3.0%	nt	0.1%	nt	1.9%	-2.5	nt	10.4	13.5%
CCn1nc(NC(C)=O)c2cc3cccc(C)c3nc21	2.4%	15.4	1.4%	-1.5	-0.6%	-1.4%	3.1%	1.8	nt	5.4	4.3%
CCOCCCNC(=O)C1CCN(S(=O)(=O)N2CCCCC2)CC1	-0.9%	1.3	3.0%	1.0	0.6%	-0.9%	-1.6%	-9.3	1.6%	10.9	16.8%
Cc1ccc(S(=O)(=O)N2CCC(C(=O)N3CCc4ccccc43)CC2)cc1C	2.7%	-0.9	12.3%	nt	0.0%	nt	-2.3%	11.5	nt	-13.2	17.7%
CCOC(=O)c1ccc(-c2ccc3[nH]c4ccccc4c(=O)c3c2)cc1F	2.9%	8.5	-4.7%	-1.8	-0.2%	nt	?	-2.5	-0.9%	-15.5	6.9%
Fc1ccc2[nH]c3c(N4CCN(Cc5ccc6c(c5)OCO6)CC4)ncnc3c2c1	0.0%	-11.2	2.2%	-3.6	-1.0%	-4.2%	?	22.8	5.5%	-5.7	-15.9%
S=c1[nH]c2cc(-c3ccccc3)ccc2o1	-1.6%	10.8	-14.7%	2.8	?	-1.9%	?	-7.7	-4.8%	-4.1	-7.1%
CNC(=O)CSc1nc2nn(-c3ccccc3)c(=O)c-2c2n1CCCCC2	-3.7%	12.4	4.6%	1.0	0.6%	1.0%	0.5%	0.6	-4.9%	-0.8	nt
O=C(CNS(=O)(=O)c1ccc(Br)s1)NCc1ccc(F)cc1	-2.9%	-19.8	-7.7%	2.7	-0.4%	-1.0%	-14.0%	0.2	3.5%	6.1	2.5%
CC1CCCN(CCCNC(=O)c2ccc3c(c2)N(Cc2ccccc2F)C(=O)c2ccccc2S3(=O)=O)C1 (configuration not stated)	2.7%	16.3	0.7%	nt	-0.8%	-6.2%	?	9.0	nt	-10.6	?
CC(C)Sc1nnc([C@H](C)NC(=O)OC(C)(C)C)o1	2.1%	5.8	4.5%	4.0	-0.1%	-1.8%	0.9%	-23.3	0.9%	-5.7	nt
COc1ccc(NC(=O)CN2CCCC(C)C2)c([N+](=O)[O-])c1 (configuration not stated)	0.3%	4.3	13.4%	1.2	-0.1%	-1.4%	17.3%	5.8	7.8%	7.5	2.9%
O=C1CC(Nc2cc(=O)[nH]c(=O)[nH]2)C(=O)N1c1ccccc1Cl (configuration not stated)	1.0%	41.5	-1.6%	2.8	-0.9%	nt	0.7%	23.6	13.6%	5.9	1.8%
CCOC(=O)C1CCN(C(=O)Cn2nc(C)c3c(C)n(-c4ccccc4)nc3c2=O)CC1	-3.8%	17.4	-2.9%	0.9	-0.2%	6.0%	-2.7%	3.7	2.2%[0.46 µM]	-2.6	-2.9%
O=C1CSC(c2cn(-c3ccccc3)nc2-c2ccccc2)N1Cc1ccco1 (configuration not stated)	-18.6%	-26.4	10.0%	0.9	-0.1%	0.5%	?	-1.9	-6.5%	-24.3	-1.0%
COc1ccc(OC)c(-c2nnc(SCC(=O)N3CCCc4ccccc43)o2)c1	0.0%	-15.2	8.6%	4.2	-1.1%	7.8%	-1.7%	-0.8	-1.0%	-5.3	1.8%
CCOC(=O)c1sc(NC(=O)CCCn2nc([N+](=O)[O-])c(Cl)c2C)c(C(=O)OCC)c1C	3.0%	9.8	2.6%	2.5	0.4%	-1.8%	-0.7%	12.9	-3.2%	17.6	-5.7%
O=c1[nH]c(C2CCN(S(=O)(=O)c3ccccc3C(F)(F)F)CC2)nc2c1nnn2Cc1cccc(F)c1	-17.8%	-6.3	-29.7%	-4.8	5.0%	0.1%	?	-12.4	nt	-7.3	2.0%
COC(=O)c1sc2nc(SCc3ccccc3C)n(N)c(=O)c2c1C	6.5%	1.6	-1.2%	2.5	-0.2%	nt	0.7%	1.0	0.9%	24.3	10.8%
CCOC(=O)c1c(NC(=O)C2C3C=CC(C3)C2C(=O)O)sc2c1CCC(CC)C2 (configuration not stated)	-10.3%	6.2	-5.2%	11.4	3.6%	1.5%	?	-6.4	1.8%	-25.7	-10.7%
Cc1ccc(S(=O)(=O)N2CCN(C(=O)c3ccccc3)C2C(C)C)cc1 (configuration not stated)	-0.3%	12.9	-6.6%	0.5	0.2%	-2.1%	-1.4%	-16.1	-2.7%	1.2	1.6%
COC(=O)CSC1=C(C#N)C(c2cccc(OC)c2)CC(=O)N1 (configuration not stated)	1.8%	-0.8	9.9%	3.4	0.1%	1.5%	-24.5%	-6.4	-2.5%	-21.0	?
CCOC(=O)C1=C(C)NC(=O)NC1c1cccs1 (configuration not stated)	2.1%	19.3	6.5%	2.5	-0.2%	3.2%	-0.7%	33.1	?	3.4	0.6%
CC[C@]12c3[nH]c4cc(-c5ccco5)ccc4c3CCN1C(=O)[C@@H](CC(=O)NCCCOC)C[C@@H]2C(=O)N1CCN(C(=O)c2ccco2)CC1	-1.9%	2.6	4.9%	nt	-1.0%	nt	-0.1%	8.3	nt	20.1	12.7%
Cc1cc(C)c2[nH]c(=O)c(C(c3nnnn3Cc3ccc4c(c3)OCO4)N3CCCCC3)cc2c1 (configuration not stated)	1.6%	-9.6	7.6%	-1.5	-0.5%	1.0%	0.8%	4.7	?	-8.8	4.0%
COc1cccc(C(=O)NCCS(=O)(=O)N2CCC3(CC2)OCCO3)c1	-0.2%	9.1	2.8%	nt	0.2%	nt	-1.0%	6.4	nt	4.4	3.1%
Nc1c(C(=O)Nc2nc3ccccc3s2)sc2nc(-c3cccs3)ccc12	1.6%	7.4	5.9%	8.8	-0.4%	-0.1%	?	4.8	-16.9%	17.8	-19.1%
COc1ccc(/C=C/C(=O)Oc2ccc(/C=N/NC(=O)COc3c(C)cccc3C)cc2)cc1	-6.7%	nt	-29.3%	0.3	0.0%	2.3%	0.2%	nt	-4.1%	nt	nt
Cc1ccccc1/C=C1\SC(=S)N(/N=C/c2cc([N+](=O)[O-])ccc2O)C1=O	1.6%	nt	-19.9%	4.4	0.2%	1.8%	?	-11.7	-3.2%	-1.4	-2.7%
O=[N+]([O-])c1ccc(Nc2ccccc2)nc1	-1.5%	0.2	-6.4%	-0.6	0.2%	-1.6%	6.6%	-2.0	0.8%	10.6	4.8%
O=C(Nc1ccccc1)N(CCCN1CCOCC1)Cc1ccccc1F	-3.6%	-18.4	-6.4%	-1.7	-0.5%	8.5%	3.5%	18.5	-7.4%	-14.2	0.3%
COc1cccc(CCNC(=O)c2cccc(NC(=O)C3=C(C)OCCS3)c2)c1	-0.4%	3.9	-12.1%	-0.4	4.7%	7.4%	?	3.4	nt	2.0	2.2%
